Screens as filed in PubChem BioAssay.
ABCB1 block: blocks JC-1 efflux by human ABCB1 transporter. CCRF-Adr cells, flow cytometry. inhibition, % at 6.6 µM. 190,000 compounds, 0.067% hits. AID 1326; in the data active = inhibition above about 40%;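 note: 0% = vehicle and 100% = reference inhibitor; higher value means more JC-1 retained so stronger ABCB1 efflux block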
Target sequence (P08183 whole entry, looked up): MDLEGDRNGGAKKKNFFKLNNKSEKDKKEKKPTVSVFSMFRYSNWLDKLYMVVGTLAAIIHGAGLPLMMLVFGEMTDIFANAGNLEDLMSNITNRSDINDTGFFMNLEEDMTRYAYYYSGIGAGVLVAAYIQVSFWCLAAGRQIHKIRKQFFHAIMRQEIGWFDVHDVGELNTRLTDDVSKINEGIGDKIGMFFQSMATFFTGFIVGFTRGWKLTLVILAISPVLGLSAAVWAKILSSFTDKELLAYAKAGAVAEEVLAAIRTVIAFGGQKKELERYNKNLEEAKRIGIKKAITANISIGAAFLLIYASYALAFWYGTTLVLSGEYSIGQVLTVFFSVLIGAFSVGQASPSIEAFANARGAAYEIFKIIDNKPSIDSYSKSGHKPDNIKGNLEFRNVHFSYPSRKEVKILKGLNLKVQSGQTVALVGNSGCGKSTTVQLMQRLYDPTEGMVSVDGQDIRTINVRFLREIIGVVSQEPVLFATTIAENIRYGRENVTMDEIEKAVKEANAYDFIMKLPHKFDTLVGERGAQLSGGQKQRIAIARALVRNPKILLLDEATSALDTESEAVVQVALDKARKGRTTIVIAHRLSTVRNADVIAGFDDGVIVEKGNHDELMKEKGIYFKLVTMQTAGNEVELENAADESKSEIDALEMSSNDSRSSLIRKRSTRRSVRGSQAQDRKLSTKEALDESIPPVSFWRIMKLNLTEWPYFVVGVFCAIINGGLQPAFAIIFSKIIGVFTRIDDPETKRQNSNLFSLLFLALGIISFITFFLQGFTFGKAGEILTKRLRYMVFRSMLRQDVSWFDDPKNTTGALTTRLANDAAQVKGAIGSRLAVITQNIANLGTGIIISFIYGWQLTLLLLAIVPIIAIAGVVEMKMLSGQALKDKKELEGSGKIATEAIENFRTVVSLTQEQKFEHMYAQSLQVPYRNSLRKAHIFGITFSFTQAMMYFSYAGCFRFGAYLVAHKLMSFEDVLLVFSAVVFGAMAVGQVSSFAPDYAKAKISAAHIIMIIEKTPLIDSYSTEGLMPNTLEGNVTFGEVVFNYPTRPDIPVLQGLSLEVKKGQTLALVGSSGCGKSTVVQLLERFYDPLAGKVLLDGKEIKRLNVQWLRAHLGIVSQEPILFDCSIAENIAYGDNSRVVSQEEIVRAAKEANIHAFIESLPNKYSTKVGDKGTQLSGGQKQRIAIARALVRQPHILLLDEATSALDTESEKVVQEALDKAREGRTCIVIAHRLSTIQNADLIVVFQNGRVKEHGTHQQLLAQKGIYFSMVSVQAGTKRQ
Avidin fluor: compound fluoresces at 488/530 nm on avidin beads; 220,000 compounds, 0.38% hits; compound fluorescence 488/530 nm, flow cytometry; active compounds read high; AID 1775; fluorescence (KMESF) at 10 µM; in the data active = fluorescence above about 47; note: inactives centre near 10
Rac1 wt modul: modulators of human Rac1 wildtype GTP binding; P63000; GST-Rac1 beads, fluorescent GTP binding, flow cytometry; actives lie on both sides; 0 = cold GTP competed, 100 = untreated; GTP binding activity (% of control), % at 10 µM; 190,000 compounds, 0.27% hits; AID 757;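 active = GTP binding activity at least 20 points away from the 100% control level, either lower or higher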
Rac1 mut GTP: modulators of GTP binding to human Rac1 activated mutant; P63000; GST-Rac1 activated beads, fluorescent GTP binding, flow cytometry; actives lie on both sides; 100% means binding = to untreated wells; percent activity (GTP binding), % at 10 µM; 190,000 compounds, 0.11% hits; AID 764;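 active = GTP binding at least 20 percentage points away from the 100% baseline, in either direction, so actives lie on both sides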
ABCG2 block: human ABCG2 inhibition, ABCB1 as counter-screen; Q9UNQ0; IgMXP3 cells, JC-1 efflux, flow cytometry; inhibition, % at 6.6 µM; 190,000 compounds, 0.1% hits;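 active = inhibition above 80%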;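 note: 0% = DMSO and 100% = nicardipine control wells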
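Test system: IgMXP3 cells (ABCG2) mixed with DDAO far-red-labelled CCRF-Adr cells (ABCB1). Reagent: JC-1 transporter substrate. Compound dosing: single test compound dose, 6.6 µM final. Times: 10 min compound exposure, 25 °C. Detection: flow cytometry of retained JC-1 fluorescence. Read-out basis: efflux inhibition in percent versus controls. Controls: nicardipine and DMSO wells.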
Pf gametocyte: kills late stage P. falciparum gametocytes. 150,000 compounds, 0.065% hits. P. falciparum stage V gametocytes, ATP luminescence, 24 h. AID 743093. inhibition, % at 10.9 µM;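 active = inhibition above the mean plus 3 SD of compounds within the control limits, set per campaign, cut at about 38% in these data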;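 note: 0% = DMSO wells and 100% = medium only without gametocytes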
GSH fluor: GSH bead compound fluorescence profile | fluorescence (KMESF) at 10 µM | 190,000 compounds, 0.25% hits | GSH beads flow cytometry, compound fluorescence 488/530 nm; active compounds read high; in the data active = fluorescence above about 89;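 note: glutathione beads carrying GST-tagged Bcl family fusion proteins plus one bare bead set; values are compound well signal with DMSO vehicle wells as background; inactives centre near 16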
Rab7 wt modul: modulators of GTP binding to dog Rab7 wildtype GTPase; GTP binding activity (percent of control), % at 10 µM; 190,000 compounds, 0.055% hits; GST-Rab7 beads, fluorescent GTP binding, flow cytometry; actives lie on both sides; untreated = 100%, excess cold GTP = 0%;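 active = fluorescent GTP binding to Rab7 beads changed by at least 20 points from the 100% baseline, either direction, mostly lower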;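 note: median green fluorescence of bound Bodipy-FL-GTP per Rab7 bead population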
HRas wt GTP bind: modulators of GTP binding to human HRas wildtype; GST-Ras wt beads, Bodipy-FL-GTP binding, flow cytometry; actives lie on both sides; 190,000 compounds, 0.14% hits; AID 759; GTP binding activity, % at 10 µM; P01112;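 active = GTP binding activity at least 20% away from the 100% baseline, either lowered as inhibitor or raised as activator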;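 note: 0% = unlabeled GTP competition control and 100% = no-compound control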
Cdc42 wt GTP: human Cdc42 wildtype GTP binding change, either direction. GST-Cdc42 beads, Bodipy-GTP binding, flow cytometry; actives lie on both sides. percent activity (GTP binding), % at 10 µM. 190,000 compounds, 0.2% hits. AID 761;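 active = percent activity GTP binding at least 20 points away from the 100% baseline, either down as inhibitor or up as activator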;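 note: median bead fluorescence of bound Bodipy-FL-GTP at 100 nM; 0% = excess unlabeled GTP control and 100% = no compound control; below 100% means less GTP binding so inhibitor and above means activator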
Rab2 wt GTP: changes GTP binding to wildtype dog Rab2A, up or down; P61105; GST-Rab2 wt beads, Bodipy-GTP binding, flow cytometry; GTP binding activity, % at 10 µM; 190,000 compounds, 0.19% hits; AID 760;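 active = GTP binding activity at least 20 points away from 100%, either lowered or raised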;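 note: 0% = beads with excess unlabeled GTP and 100% = no-compound control corrected for plate trend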
The depositor's hits bear a star; . = not tested or not shown.

SMILES	ABCB1 block	Avidin fluor	Rac1 wt modul	Rac1 mut GTP	ABCG2 block	Pf gametocyte	GSH fluor	Rab7 wt modul	HRas wt GTP bind	Cdc42 wt GTP	Rab2 wt GTP
Cc1cc(NC(=O)CSc2nc3ccc(Cl)cc3[nH]2)no1	0.1	37	105	100	1	.	18	98	103	107	105
CCc1nc(SCC(=O)Nc2ccc3c(c2)OCCO3)c2oc3ccccc3c2n1	0.4	10	103	97	3	-14	9	102	101	98	98
CCc1ccc2nc(N=C(N)N)nc(C)c2c1	0.1	9	88	93	0	14	16	104	90	94	96
Cc1cc(C)c(-n2c(O)c(C=NCCN3CCOCC3)c(=O)[nH]c2=O)c(C)c1	1.5	9	104	101	7	.	20	97	105	107	105
CCCCCCCCCS(=O)(=O)Nc1cc(C)ccn1	0.0	4	97	95	-2	1	10	97	96	95	93
CN1CCc2c(sc3ncn4nc(-c5ccccc5O)nc4c23)C1	0.3	18	101	95	1	.	18	100	93	94	93
CN(CCc1cn[nH]c1)C(=O)CC1C(=O)NCCN1Cc1cccc(Oc2ccccc2)c1 (stereo not drawn)	0.2	7	101	96	0	7	16	98	97	96	99
CCn1cc(Cl)c(C(=O)N2N=C(c3ccc4ccccc4c3)CC2c2ccccc2O)n1 (stereo not drawn)	0.8	1	107	102	7	17	9	98	99	98	98
Cc1ccc(NC(=S)N2CCC(N(C)CC3CCCO3)CC2)cc1 (stereo not drawn)	0.2	12	105	101	0	17	16	107	102	99	103
C=CCn1c(O)c(CN2CCCCC2)c(C)c(C#N)c1=O	0.4	13	104	100	0	8	11	103	100	100	102
S=C(Nc1ccccc1)Nc1nc2ccccc2n1CCOc1ccc(Br)cc1	-0.5	12	105	102	1	-19	11	101	102	104	100
Cc1cc(CNC(=O)c2cc(-c3ccccc3)nc3ccccc23)nn1C	2.1	9	99	95	27	9	16	104	98	98	98
O=C(Nc1cccc(C(=O)O)c1)/C(=C\c1ccccc1)NC(=O)c1cccc2ccccc12	0.9	10	96	92	2	.	12	98	95	93	95
COc1ccc(CNC(=O)COc2ccc(F)cc2)cc1	-0.1	16	96	95	0	6	14	99	97	102	95
COc1cc(-c2c(C#N)c(N)nc3c2CCCC3)ccc1O	0.4	32	94	93	-1	13	17	95	95	96	94
Cc1ccc(S(=O)(=O)c2cc3ccccc3nc2N)cc1	0.7	14	97	96	3	17	19	102	96	96	95
CC(=O)c1ccc(NC(=S)NNC(=O)c2ccccc2[N+](=O)[O-])cc1	-0.5	10	99	92	2	-13	11	110	100	95	103
Cc1cc(O)c(/C=N/Nc2ccccc2Cl)c(=O)o1	0.0	15	96	95	0	-10	17	97	97	96	94
O=C(Cn1cc(C(F)(F)F)cc(Cl)c1=O)Nc1ccc(N2CCOCC2)cc1	0.2	11	97	95	-2	-6	13	100	98	94	98
Cc1noc(C)c1COC(=O)c1cc(=O)[nH]c2ccccc12	0.5	32	101	96	3	-4	21	98	101	103	98
CN1C(=O)C(O)(c2sc(N)nc2-c2ccccc2)c2ccccc21 (stereo not drawn)	0.2	9	96	93	0	-7	10	100	100	100	99
COc1ccc(C2Nc3ccccc3C(=O)N2Cc2ccccc2)cc1Cn1nnc2ccccc21 (stereo not drawn)	38	12	106	98	30	-24	28	106	98	102	96
Cc1ccc(N2C(=O)NC(NC(=O)C(C)(C)C)(C(F)(F)F)C2=O)cc1 (stereo not drawn)	0.1	5	100	97	4	.	10	98	98	99	98
O=C(CSc1ccc(-c2cccc([N+](=O)[O-])c2)nn1)N1CCCCCC1	0.1	11	96	95	2	.	13	97	95	98	97
COc1ccc(-c2nnc(SCc3ncc(-c4ccccc4)o3)o2)cc1	-0.5	11	100	94	26	22	38	101	99	96	95
Cc1noc(C)c1COC(=O)C(c1ccccc1)c1ccccc1	1.9	27	96	94	5	.	22	100	99	94	96
Cn1c(C(=O)N2CCCC(C(=O)NCc3ccc4c(c3)OCO4)C2)cc2sccc21 (stereo not drawn)	-1.3	8	106	101	0	.	24	102	100	105	100
CCc1c(C)sc(NC(=O)c2cc(-c3ccc(OC)c(OC)c3)on2)c1C#N	-0.7	24	98	97	1	11	24	97	97	97	96
CC1CCN(CC(=O)Nc2nn(-c3ccccc3)nc2C(N)=O)CC1	0.1	11	104	97	3	-2	13	108	99	98	101
CC1=NN(c2nc(-c3ccc(C)cc3)cs2)C(=O)C1N=Nc1cccc(O)c1 (stereo not drawn)	0.0	9	96	92	0	-2	23	97	96	94	96
CN1CCN(c2ccccc2NC(=O)c2ccc(-c3ccccc3)cc2)CC1	13	6	102	100	10	-15	38	99	104	103	102
O=C(COC(=O)c1cc(S(=O)(=O)N2CCOCC2)ccc1O)NCCc1ccccc1	0.4	12	98	94	5	.	26	95	96	99	96
FC(F)(F)c1cc(-c2ccco2)nc(-n2nnc3ccccc32)n1	0.8	5	98	95	7	.	14	92	94	95	95
COc1ccc(N=C2NN=C(c3ccc4c(c3)OCCO4)CS2)cc1	0.4	12	97	101	2	.	32	100	100	99	97
COc1ccc(C(=O)NNC(=O)C2CCN(S(=O)(=O)c3ccc(C)cc3)CC2)cc1	2.0	12	96	93	13	13	11	98	97	94	97
CC1CCCCN1Cc1ccc(-c2nn[nH]n2)cc1 (stereo not drawn)	1.3	11	98	96	3	.	23	104	96	97	99
Cc1ccc(S(=O)(=O)CCC(=O)OCC(=O)c2ccc(C)c(C)c2)cc1	0.7	2	105	100	2	-1	5	100	102	101	100
Cc1ccc(NC(=O)Cn2c(=O)oc3ccccc32)cc1	0.3	12	98	97	0	9	26	97	96	98	97
COc1ccc(C2c3c(oc4ccccc4c3=O)C(=O)N2c2ccccn2)cc1OC (stereo not drawn)	1.0	6	100	96	-1	.	17	105	98	96	97
O=C(CCc1ccccc1)NNC(=O)c1ccccn1	0.4	8	102	99	0	2	19	103	100	105	99
Cc1noc(C)c1C(=O)N1CCN(Cc2ccc3c(c2)OCO3)CC1	0.1	12	100	100	-1	.	52	102	100	100	101
CC1CCC2(CC1)NC(=O)N(Cc1nnc(-c3cccs3)o1)C2=O (stereo not drawn)	2.5	9	94	97	13	-48	17	96	97	98	96
CC1Nc2nc(NC(=O)C(C)(C)C)[nH]c(=O)c2N(C)C1C (stereo not drawn)	0.4	14	104	99	2	5	9	97	100	101	98
CCN(c1ccccc1)S(=O)(=O)c1ccc(OC)c(NC(=O)CNCC(C)O)c1 (stereo not drawn)	0.2	12	101	102	5	-35	5	97	101	101	99
O=C(NC1CCCCC1)C(c1cccnc1)N(C(=O)c1ccc(Cl)nc1)C1CCCCC1 (stereo not drawn)	0.5	11	103	98	-1	-39	10	105	99	99	100

Continued, overlapping the part above by 3 compounds.
SMILES	ABCB1 block	Avidin fluor	Rac1 wt modul	Rac1 mut GTP	ABCG2 block	Pf gametocyte	GSH fluor	Rab7 wt modul	HRas wt GTP bind	Cdc42 wt GTP	Rab2 wt GTP
CC1Nc2nc(NC(=O)C(C)(C)C)[nH]c(=O)c2N(C)C1C (stereo not drawn)	0.4	14	104	99	2	5	9	97	100	101	98
CCN(c1ccccc1)S(=O)(=O)c1ccc(OC)c(NC(=O)CNCC(C)O)c1 (stereo not drawn)	0.2	12	101	102	5	-35	5	97	101	101	99
O=C(NC1CCCCC1)C(c1cccnc1)N(C(=O)c1ccc(Cl)nc1)C1CCCCC1 (stereo not drawn)	0.5	11	103	98	-1	-39	10	105	99	99	100
O=c1[nH]n2c(=O)c3c([nH]c2c1N=Nc1cccc(Cl)c1)CCC3	-1.3	0	87	93	-6	.	6	94	91	94	88
O=C(CCN1C(=O)C2CC=C(Cl)CC2C1=O)Nc1ccccc1O (stereo not drawn)	0.6	8	105	99	5	.	11	100	102	106	101
CCN(CC)C(C)C(=O)NCC1(c2ccccc2)CCOCC1 (stereo not drawn)	-0.1	6	98	91	-5	.	19	94	95	99	94
O=C(Nc1ccc(-c2cn3ccccc3n2)cc1)c1ccc(Cl)cc1	0.3	30	98	98	1	10	7	98	99	98	97
CNC(=S)N1N=C(c2ccccc2)CC1c1ccc(Br)cc1 (stereo not drawn)	1.2	11	100	98	14	21	27	97	98	99	99
Cc1cc(C)c2ccc(C(=O)O)nc2c1O	0.5	11	98	96	1	-14	10	93	98	98	96
CC(=O)NC1CC2CCCC(C1)N2S(=O)(=O)c1cccc(F)c1 (stereo not drawn)	-0.1	13	97	97	1	-18	20	101	98	99	97
O=C(NNc1c(F)c(F)cc(F)c1F)c1cc2ccccc2oc1=O	0.1	8	102	97	0	.	24	99	98	99	98
O=C(Nc1ccccc1)Nc1ccc(Br)c(Cl)c1	-0.3	20	102	100	1	-20	7	101	101	98	101
CN(Cc1ccccc1)C(=O)c1nc2ccccn2c1CNCCCOc1cccnc1	0.3	16	100	97	1	-18	9	98	98	98	97
Cc1nn(Cc2cccc(F)c2)c(C)c1NC(=O)c1ccc(COc2ccccc2Cl)cc1	0.0	3	100	97	5	.	17	95	96	99	99
COc1ccc(-n2c(SCC(=O)O)nc3sc4c(c3c2=O)CCC4)cc1	1.6	9	92	91	10	-24	10	100	94	92	96
CCCC(=O)Nc1ccc(Cl)c(NC(=O)CC)c1	0.6	9	100	98	3	-23	61	96	97	96	97
Cc1ccc(O)c(C(=O)c2cc(C(=O)NCCc3ccccc3)c(=O)n(CCc3ccccc3)c2)c1	3.2	15	102	99	42	0	11	98	99	100	99
Cc1ncc(CO)c(/C=N/NC(=O)c2ccccc2Br)c1O	-1.8	15	104	99	-3	.	14	100	98	100	99
CCOc1ccc(CN(CCC#N)C(=S)NC(=O)c2ccccc2)cc1	0.4	12	.	.	1	1	18	.	.	.	.
Cc1ccc(Nc2cc(C)nc3nnnn23)cc1	0.6	8	96	96	11	6	24	97	98	97	96
CCNS(=O)(=O)c1ccc2c(c1)n(C)c(=O)n2C	0.1	6	97	97	0	.	41	97	97	96	96
O=C(c1ccc(Cl)cc1)N(Cc1ccccc1F)N1C(=O)CCCC1=O	0.2	13	100	95	10	-3	16	97	95	95	95
Cc1cccc2cc(C#N)c(SCC#N)nc12	0.0	8	99	97	1	-6	26	105	97	99	99
Cc1ccc(OCC(=O)Nc2ccc(N3CCN(C(=O)c4ccc(C)cc4)CC3)cc2)cc1	0.5	9	99	96	6	9	10	101	97	97	97
CCn1nc(C)c(C2C(C#N)=C(N)OC3=C2C(=O)CC(C)(C)C3)c1C (stereo not drawn)	0.9	3	102	99	-1	.	13	98	99	96	96
CCOC(=O)N/N=C(/C)c1cccc(-n2cnnn2)c1	0.6	7	103	95	11	8	13	95	97	98	100
